Dyrk1A ADPGlo: rat Dyrk1A kinase inhibitors, primary screen, biochemical, single point, plate reader | ADP-Glo luminescence, NFATc1 peptide | Dual specificity tyrosine-phosphorylation-regulated kinase 1A (Rattus norvegicus), Q63470 | hit rate 0.43% among 310,000 | inhibition, % at 12.5 µM; in the data active = inhibition above about 50%;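 note: plate controls were vehicle with enzyme for no effect and no enzyme for full effect; many of its hits are not listed in these tables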
KCNQ1 block: inhibitors of human KCNQ1 channel, primary screen, cell-based, thallium flux, high-throughput; B-score at 10 µM; hit rate 1.3% among 310,000; CHO-K1 KCNQ1, FluxOR thallium flux fluorescence; hits give high values; AID 2642, 2010;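 active = compounds whose thallium flux B-score, printed positive for inhibition, exceeds three library SD while starting fluorescence stays within three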;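 note: channel opened by potassium depolarization with thallium stimulus after 20 min compound exposure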
KCNK9 inh: KCNK9 potassium channel inhibitors, primary screen, HEK293 cells, thallium flux | FluxOR thallium flux fluorescence; hits give low values | B-score at 10 µM | hit rate 1.2% among 310,000 | AID 488922, 2010;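 active = ratio B-score over 3 SD below the library mean, with starting fluorescence within 5 SD of its mean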;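 note: negative B-score means less thallium flux so channel inhibition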
HDAC3 inh: HDAC3 deacetylase inhibitors, primary screen, biochemical, fluorescence, cell-free homogeneous. Histone deacetylase 3 (Homo sapiens), O15379. recombinant HDAC3, fluorogenic peptide/trypsin coupled. inhibition, % at 8.3 µM. hit rate 0.15% among 320,000; in the data active = inhibition above about 26%, passing the limit was not always enough
KCNK3 inh: human KCNK3 channel inhibitors, primary screen, CHO cells, FluxOR thallium flux, B-score | Potassium channel subfamily K member 3 (Homo sapiens), O14649 | FluxOR fluorescence; hits give low values | B-score at 10 µM | hit rate 0.84% among 340,000;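 active = B-score under library mean minus 4 SD, starting fluorescence ratio at most library mean plus 5 SD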;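 note: more negative B-score means stronger inhibition of thallium flux through KCNK3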
RGS4 act: RGS4 potentiators or activators, primary screen, cell-based, HEK293 M3R inducible RGS4, calcium flux; hit rate 0.92% among 310,000; AID 463111, 2010; B-score at 10 µM; carbachol calcium flux Fluo4; hits give low values;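 active = B-score of the integrated calcium signal more than 4 SD below the library mean, with starting fluorescence not abnormally high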;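 note: negative B-score means reduced calcium response which marks RGS4 activation or potentiation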
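System – HEK293 FlpIn-TREx cells, stable M3R, doxycycline-inducible RGS4 · Reagent – ECmax carbachol challenge · Times – compound preincubation 20 min at room temperature before agonist · Technique – Fluo4 fluorescence kinetic imaging of calcium · Measure – B score of integrated Fluo4 ratio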
PolyA inhibitor: polyadenylation inhibitors in yeast reporter cells, primary screen, luminescence, S. cerevisiae; S. cerevisiae SKY197-pL101 polyadenylation reporter, beta-gal luminescence; efflux-impaired pdr1/pdr3 knockout yeast; score 100 = 6 SD above DMSO; calls only at 12 µM; hit rate 0.02% among 300,000; AID 1875, 2009;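 active = lowest replicate activity score at least 50, where 100 means six control SD above control mean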;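 note: yeast exposed to compound for 9 h at 30 °C; higher score means more reporter readthrough which indicates perturbed polyadenylation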
GSK3B inh: human GSK3beta kinase inhibitors, primary screen, biochemical, cell-free homogeneous, HTS; hit rate 0.038% among 300,000; GST-GSK3beta kinase, ADP-Glo luminescence, 60 min; hits give low values; activity score (negative = inhibition), % at 10 µM;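 active = more than half of replicate wells score below -50%, meaning over 50% inhibition versus plate controls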;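 note: 0% = median DMSO wells and -100% = median GW8510 positive control wells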
Target sequence (P49841 whole entry, looked up): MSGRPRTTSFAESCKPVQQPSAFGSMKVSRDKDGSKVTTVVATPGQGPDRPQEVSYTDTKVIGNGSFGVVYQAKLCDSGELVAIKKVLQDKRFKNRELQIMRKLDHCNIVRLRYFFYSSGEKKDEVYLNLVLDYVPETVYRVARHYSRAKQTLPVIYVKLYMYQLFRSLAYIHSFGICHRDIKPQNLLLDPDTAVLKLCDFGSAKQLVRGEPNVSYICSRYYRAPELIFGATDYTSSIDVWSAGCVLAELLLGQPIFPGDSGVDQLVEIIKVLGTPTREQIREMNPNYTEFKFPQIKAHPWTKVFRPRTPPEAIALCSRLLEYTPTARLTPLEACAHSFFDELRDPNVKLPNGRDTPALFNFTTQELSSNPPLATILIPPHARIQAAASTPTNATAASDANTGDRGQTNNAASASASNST
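Assay system: GST-tagged human GSK3beta kinase, cell-free; Input: 1.6 ng GSK3beta; Medium: Tris/MgCl2 kinase buffer; Timing: 60 min enzyme reaction, room temperature; Signal: ADP-Glo luminescence quantifying ADP generated by kinase; Evaluation: score relative to plate controls; Benchmarks: DMSO neutral wells and GW8510 at 20 µM as positive.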
GSK3A inh: blockers of GSK3A enzyme activity – biochemical, luminescence, cell-free homogeneous, HTS, primary screen. GSK-3 alpha kinase, ADP-Glo luminescence, 60 min. inhibition, % at 10 µM. hit rate 0.1% among 320,000;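 in the data active = inhibition above about 50%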;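 note: GST-tagged GSK-3 alpha with peptide substrate and 25 µM ATP; 0% = DMSO neutral wells and 100% = GW8510 positive control wells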
Target sequence (P49840 whole entry, looked up): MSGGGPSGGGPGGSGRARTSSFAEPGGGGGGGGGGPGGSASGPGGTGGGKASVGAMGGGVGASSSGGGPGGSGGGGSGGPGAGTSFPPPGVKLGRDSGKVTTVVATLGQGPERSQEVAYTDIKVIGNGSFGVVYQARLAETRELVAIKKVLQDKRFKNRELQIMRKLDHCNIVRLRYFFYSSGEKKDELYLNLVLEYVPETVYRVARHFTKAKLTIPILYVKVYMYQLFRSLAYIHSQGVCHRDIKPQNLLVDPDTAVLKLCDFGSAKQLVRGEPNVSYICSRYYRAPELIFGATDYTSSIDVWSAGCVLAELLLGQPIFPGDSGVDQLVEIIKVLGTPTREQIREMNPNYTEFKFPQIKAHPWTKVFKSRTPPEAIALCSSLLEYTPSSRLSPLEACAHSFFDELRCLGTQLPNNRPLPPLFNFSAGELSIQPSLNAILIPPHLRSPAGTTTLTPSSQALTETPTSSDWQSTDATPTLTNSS
KCNQ1 act: potentiators or activators of KCNQ1 channel, primary screen, cell-based, thallium flux, high-throughput; B-score at 10 µM; CHO-K1 KCNQ1, thallium flux FluxOR fluorescence; hits give high values; Potassium voltage-gated channel subfamily KQT member 1 (Homo sapiens), P51787; hit rate 0.35% among 310,000;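 active = fluorescence ratio B-score, a plate-corrected score, at least three library SD, with initial intensity B-score within 5 SD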
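Material: CHO-K1 cells stably expressing KCNQ1. Medium: assay buffer for compound exposure, DMSO matched across wells. Reagent: K+/Tl+ depolarizing stimulus. Compound dosing: single-concentration screen. Times: 37 °C overnight plating, 90-min dark dye load, 20-min compound pretreatment. Technique: FluxOR Tl+ flux fluorescence.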
hERG rescue: hERG rescue from dofetilide block, primary screen, cell-based, CHO-hERG, FluxOR thallium flux, dofetilide IC70. hit rate 0.51% among 310,000. activation (rescue from dofetilide block), less the hit threshold, % at 10 µM. Voltage-gated inwardly rectifying potassium channel KCNH2 (Homo sapiens), Q12809. dofetilide IC70 present;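 active = activation above the mean of controls blocked by dofetilide plus 5 SD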;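 note: thallium influx through hERG after potassium depolarization seen as dye fluorescence rise; in these data hits start at about 4.7%; inactives centre near -7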
* marks the source's active call; other numbers are inactive results; i = inactive; . = not tested or not shown.

SMILES | Dyrk1A ADPGlo | KCNQ1 block | KCNK9 inh | HDAC3 inh | KCNK3 inh | RGS4 act | PolyA inhibitor | GSK3B inh | GSK3A inh | KCNQ1 act | hERG rescue
COc1ccc(OC)c(NC(=O)CSc2sc3c(O)cc(=O)[nH]c3c2C#N)c1 | -0.2 | i | i | -1.4 | i | i | i | -0.3 | 0.0 | i | -6.3
CC(=O)N1CCc2c(sc(NC(=O)C3CC3)c2-c2nc3ccccc3s2)C1 | 21.0 | i | i | 14.3 | i | i | i | -0.1 | 6.4 | i | -11.7
O=C(C/C=N/OCc1c(Cl)cccc1Cl)c1ccc(Cl)cc1 | 0.8 | i | i | 0.7 | i | i | i | 1.4 | -0.7 | i | -4.1
COc1cc(NC(=O)COc2cc3oc(=O)cc(C)c3cc2Cl)cc(OC)c1OC | 5.5 | i | i | -6.4 | i | i | i | -1.0 | -0.4 | i | -5.4
CCn1c(/C=C/c2ccccc2Cl)nc2ccccc2c1=O | 3.2 | i | i | -0.4 | i | i | i | -2.9 | -0.9 | i | -7.0
CCc1ccc(C(C)NC(=O)/C=C/c2ccc(Br)cc2)cc1 (stereo unspecified) | 5.5 | i | i | 3.4 | i | i | i | -1.7 | 0.7 | i | -5.2
CCn1c(CN(C)c2ccccc2)nc2ccccc21 | 1.9 | i | i | -0.8 | i | i | i | 1.4 | 0.2 | i | -8.7
COc1ccc(C(=O)Nc2ccc(C)cn2)c(OC)c1 | 6.8 | i | i | 11.3 | i | i | i | 1.4 | -1.1 | i | -9.3
c1ccc2c(c1)CCN2CCN1CCc2ccccc21 | -1.3 | i | i | -0.4 | i | i | i | -2.2 | 1.6 | i | -2.9
COc1cccc(CN2CCC(Oc3ccc(C(=O)N4CCCCC4)cc3)CC2)c1 | -0.3 | i | i | 3.9 | i | i | i | -0.5 | -1.2 | i | -7.0
c1ccc2c(c1)Nc1ccncc1S2 | 79.1* | i | i | -2.5 | i | i | i | -13.7 | 11.3 | i | -13.8
CCOc1ccc(S(=O)(=O)Nc2ccc(OC)nc2)cc1 | -3.8 | i | i | 1.0 | i | i | i | -0.2 | -1.1 | i | -4.0
Cc1cc(NC(=O)c2ccc(Br)o2)ccc1NC(=O)c1ccco1 | 9.8 | i | i | 6.1 | i | i | i | -3.1 | 6.5 | i | -7.4
Cc1ccc(N2CCN(/N=C/c3ccccc3[N+](=O)[O-])CC2)cc1 | -4.3 | i | i | -8.8 | i | i | i | 0.0 | -1.7 | i | -9.3
Cc1nc(SC2CCOC2=O)c2c(C)c(C)sc2n1 (stereo unspecified) | -9.3 | i | i | -3.7 | i | i | i | -4.7 | . | i | -3.3
COc1ccc(C(=O)NCc2nnc(SCC(=O)NCc3ccc(F)cc3)o2)cc1 | -3.9 | i | i | -5.4 | i | i | i | 5.1 | 1.2 | i | -4.8
CCCOc1ccc(C2=CSC3=NCCN23)cc1[N+](=O)[O-] | 4.5 | i | i | 4.9 | i | i | i | 2.5 | -0.1 | i | -12.2
O=C(CN(CC1CCCO1)C(=O)CNS(=O)(=O)c1ccc(F)cc1)NCc1ccco1 (stereo unspecified) | . | i | i | -0.3 | i | i | i | 2.0 | 1.6 | i | 4.8*
Cc1cccc(OCC(=O)NCc2ccncc2)c1C | 2.5 | i | i | 5.5 | i | i | i | -4.7 | -3.6 | i | -10.4
COc1ccc(N2CC(=O)N(c3ccc(OC)c(OC)c3)CC2=O)cc1OC | -5.5 | i | i | -1.0 | i | i | i | 2.3 | -0.1 | i | -5.2

As entered above:
COc1ccc(OC)c(NC(=O)CSc2sc3c(O)cc(=O)[nH]c3c2C#N)c1 – GSK3B inh: -0.3
CCn1c(CN(C)c2ccccc2)nc2ccccc21 – hERG rescue: -8.7
c1ccc2c(c1)Nc1ccncc1S2 – GSK3B inh: -13.7
Cc1nc(SC2CCOC2=O)c2c(C)c(C)sc2n1 (stereo unspecified) – hERG rescue: -3.3

The main list resumes; the two compounds before the break are reprinted first.
SMILES | Dyrk1A ADPGlo | KCNQ1 block | KCNK9 inh | HDAC3 inh | KCNK3 inh | RGS4 act | PolyA inhibitor | GSK3B inh | GSK3A inh | KCNQ1 act | hERG rescue
Cc1cccc(OCC(=O)NCc2ccncc2)c1C | 2.5 | i | i | 5.5 | i | i | i | -4.7 | -3.6 | i | -10.4
COc1ccc(N2CC(=O)N(c3ccc(OC)c(OC)c3)CC2=O)cc1OC | -5.5 | i | i | -1.0 | i | i | i | 2.3 | -0.1 | i | -5.2
CCN1C(=O)CC(N2CCN(c3cccc(OC)c3)CC2)C1=O (stereo unspecified) | 4.6 | i | i | -2.5 | i | i | i | -1.8 | 4.8 | i | 2.8
O=C(NCCN1CCCc2ccccc21)C1CCC(=O)N(CCc2ccccc2)C1 (stereo unspecified) | -5.5 | i | i | 1.9 | i | i | i | -3.2 | -2.8 | i | -14.9
COCCNC(=O)c1cnn2c1NC(c1ccco1)CC2C(F)(F)F (stereo unspecified) | 0.1 | i | i | 2.9 | i | i | i | 2.5 | -1.4 | i | -6.1
O=C(Nc1ccc(F)cc1F)c1cc(=O)n(-c2ccccc2)c(=O)[nH]1 | -3.0 | i | i | 10.8 | i | i | i | 1.3 | -0.1 | i | 2.4
NC(=O)[C@@H]1CCCCNc2c(F)cc([N+](=O)[O-])cc2C(=O)N[C@@H](CCCN=C(N)N)C(=O)NCC(=O)N1 | -3.2 | i | i | 6.3 | i | i | i | -3.8 | 4.9 | i | -10.1
CC(C)(C)C(=O)n1nc(-c2ccccc2)oc1=O | -2.3 | i | i | -0.3 | i | i | i | -3.0 | -2.7 | i | -2.3
CCN(CC)S(=O)(=O)c1ccc(N2CCOCC2)c(NC(=O)C23CC4CC(CC(Cl)(C4)C2)C3)c1 | -3.1 | i | i | -2.1 | i | i | i | -1.2 | -5.1 | i | -9.7
O=C(Oc1c(-c2ccccc2)c(=O)n2c3c(cccc13)CC2)c1ccc(F)cc1 | . | i | i | -4.7 | i | i | i | -1.0 | -0.2 | i | -10.7
O=C1/C(=C\c2ccc(O)cc2)SC(=S)N1Cc1ccccc1 | 2.8 | i | i | 8.4 | i | i | i | -1.3 | 3.2 | i | -10.7
CC(C)(C)c1ccccc1OCCCCN1CCCC1 | -6.8 | i | i | 6.0 | i | i | i | -4.0 | -0.2 | i | -8.1
CC1C(C)C(O)(c2ccccc2)CCN1C (stereo unspecified) | -5.3 | i | i | 6.1 | i | i | i | 2.2 | -4.7 | i | -12.2
Cc1noc(NS(=O)(=O)c2ccc(NC(=O)Cc3ccc([N+](=O)[O-])cc3)cc2)c1C | -4.4 | i | i | 4.3 | i | i | i | -0.1 | -1.3 | i | -4.1
CC1CCN(C(=O)CNC(=O)Cc2ccccc2)CC1 | 1.5 | i | i | 0.4 | i | i | i | 6.2 | -1.5 | i | -5.8
Cc1ccc(S(=O)(=O)N2CCN(CCc3ccccc3)CC2)c(C)c1 | -3.7 | i | i | 8.0 | i | i | i | -1.4 | -5.2 | i | -2.3
CC1(C(=O)Nc2ccc3ccccc3c2)CC1(Br)Br (stereo unspecified) | . | i | i | -0.3 | i | i | i | 2.4 | -3.7 | i | -18.6
Cc1ccccc1NC(=O)c1c(C)cc(=O)oc1C | 6.6 | i | i | 1.4 | i | i | i | 3.9 | -2.4 | i | -11.6
CCN(C(=O)COC(=O)Cn1c(C)csc1=O)c1c(N)n(Cc2ccccc2)c(=O)[nH]c1=O | -3.1 | i | i | -2.4 | i | i | i | -0.3 | -1.0 | i | -10.3
COc1ccccc1NCC(=O)c1ccc(C)c(C)c1 | 10.3 | i | i | -0.1 | i | i | i | 0.3 | -4.1 | i | -13.2
O=C(N/N=C/c1cccnc1)c1ccccc1OCc1ccc(Br)cc1 | 5.0 | i | -10.8* | -11.9 | -10.9* | i | i | -2.7 | -3.8 | i | -13.9
COc1ccccc1NC(=O)CSc1nc(N)cc(N)n1 | -2.8 | i | i | 2.6 | i | i | i | 1.9 | 2.2 | i | -7.2
CC(C)(C)NC(=O)NC(=O)COC(=O)C1(C)CC1(Cl)Cl (stereo unspecified) | 5.1 | i | i | -1.2 | i | i | i | 1.4 | . | i | -7.6
CCOC(=O)CSC1=C(C#N)C(c2sccc2C)CC(=O)N1 (stereo unspecified) | 3.2 | i | i | 1.2 | i | i | i | 2.4 | . | i | -5.5
O=C(Nc1cccc2c1CCCC2)c1ccc(Br)o1 | -0.3 | i | i | 5.2 | i | i | i | -0.7 | -1.5 | i | -5.4
O=C(N/N=C\c1cn(-c2ccccc2)nc1-c1ccccc1)c1ccc(Br)o1 | 0.3 | 13* | -7.13* | 6.6 | i | i | i | 0.5 | 0.6 | i | -8.8
Cc1ccc(NNC(=O)c2cccs2)cc1Cl | . | i | i | . | i | i | i | 3.3 | -1.5 | i | -11.6
Cc1nc2ncnn2c(C)c1CCC(=O)NC(C)c1ccc2c(c1)OCCO2 (stereo unspecified) | -2.1 | i | i | -1.7 | i | i | i | 1.8 | 0.8 | i | -7.2
CC(C(=O)Nc1ccccn1)(c1ccccc1)c1ccccc1 | -5.9 | i | i | -11.7 | i | i | i | 3.8 | 6.4 | i | -6.7
COC(=O)Cn1c(=NC(=O)c2ccc([N+](=O)[O-])s2)sc2cc(Br)ccc21 | . | i | i | 10.8 | . | i | i | 3.1 | -1.7 | i | -6.8

A portion of the library, so the mix of outcomes need not match the whole.
